Insulin prom inh – TRM-6 insulin promoter activity inhibition | TRM-6 cells (human fetal islet line), insulin promoter-eGFP reporter, imaging; reporter expression induced with tamoxifen | inhibition, % at 2 µM | actives 0.9% (n = 130,000) | AID 1273;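 active = inhibition above the mean plus 3 SD, with well images judged a real hit on visual review, cut at about 60% in these data, passing the limit was not always enough; inconclusive = inhibition over the cutoff but images rejected on review; inactive = inhibition not above the cutoff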
sdo1 growth – compounds rescuing growth of sdo1-depleted yeast, bone marrow failure model | S. cerevisiae sdo1-depleted JHY4D growth rescue, OD600 30 h; hits give high values; pdr5 snq2 efflux-pump mutant strain | z-score at 10 µM | actives 0.21% (n = 140,000);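 active = z-score above 3 at both the 24 hr and the 30 hr optical density reads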;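 also: z-score against mean and SD of all compound wells on the same plate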
sdo1 growth Rescue 24 h – recorded beside sdo1 growth, whose call it bears; z-score; S. cerevisiae sdo1-depleted JHY4D growth rescue, OD600; measured here: growth rescue at 24 h;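 0 is the plate mean of compound wells and units are plate SD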
Numbers without * were called inactive; u = inconclusive; x = no result given; & = joins results of further samples. Compounds were not picked by outcome. Share with any hit: about 0.92%.

1: Cc1nn(C(C)C(=O)Nc2sc3c(c2C#N)CCCC3)c(C)c1[N+](=O)[O-] (configuration not stated)
2: CSc1cc(-c2ccc(Cl)cc2)c(C(=O)NN)s1
3: O=C(CCCCCNC(=O)c1ccccc1)N/N=C/c1ccco1
4: COc1ccc(CN(CC2CCCO2)C(=O)CN2C(=O)COc3ccccc32)cc1OC (configuration not stated)
5: CCOC(=O)N/N=C(\C)c1cccs1
6: O=C1CN(C(=O)c2ccc(Br)o2)C(c2ccc(F)cc2)c2cc(Cl)ccc2N1 (configuration not stated)
7: COc1ccc(CC(=O)NCc2nnc(SCC(=O)N3CCN(c4ccccc4)CC3)n2C)cc1
8: CCOC(=O)Cc1cc(=O)n2[nH]c(C)c(-c3ccccc3OC)c2n1
entry no.,1,2,3,4,5,6,7,8
Insulin prom inh,x,0.0,14.3,46.7,22.2,x,25.6,-25.0
sdo1 growth,-0.78&-1.91,-2,x,-0.26,x,-1.46,x,x
sdo1 growth Rescue 24 h,-0.11&-1.11,-0.94,x,-0.14,x,-1.44,x,x

9: COC(=O)c1sccc1NC(=O)c1ccccc1[N+](=O)[O-]
10: CCC(=O)NC(Nc1sc2c(c1C(=O)OC)CCC2)C(Cl)(Cl)Cl (configuration not stated)
11: O=C1c2ccc3c4c(ccc(c24)C(=O)N1NC(=O)C(F)(F)F)CC3
12: CCCCC(=O)NC1=C(C(=O)OC)SCC1
13: CCN(CCO)Cc1csc2cc(C)ccc12
14: COc1ccc(NC(=O)C2CCC(CNS(=O)(=O)c3cccs3)CC2)cc1 (configuration not stated)
15: CC(Oc1ccc(Cl)cc1Cl)C(=O)OCn1nnc2ccccc2c1=O (configuration not stated)
16: CC(C)CN(C(=O)COC(=O)Cc1n[nH]c(=O)c2ccccc12)C1CCS(=O)(=O)C1 (configuration not stated)
entry no.,9,10,11,12,13,14,15,16
Insulin prom inh,42.9,8.0,-36.7,x,11.5,-11.1,6.2,-24.3
sdo1 growth,0.15,-0.83,0.17,0.63,0.93,x,-0.73,0.82
sdo1 growth Rescue 24 h,-0.89,-0.07,-0.95,0.47,-0.33,x,-0.6,-0.28

17: CCOC(=O)c1c(C)[nH]c(C)c1C(=O)CSc1nnnn1-c1ccccc1
18: CCc1nnc(NC(=O)c2cccs2)s1
19: O=C(N/N=C1/CC(c2ccccc2)Oc2ccccc21)C1CC1 (configuration not stated)
20: Cc1ccc(CSc2nc3ccncc3n2CC(=O)Nc2cc(C)cc(C)c2)cc1
21: Cn1c(=O)cc(N2CCc3ccccc32)[nH]c1=O
22: Cc1ccnc(N2C(=O)c3ccccc3C2Nc2cccc(C)c2C)c1 (configuration not stated)
23: CCc1nc(N2CCOCC2)c(C#N)c2c1COC(C)(C)C2
24: C=CCN(CC=C)C(=O)c1ccncc1
entry no.,17,18,19,20,21,22,23,24
Insulin prom inh,-57.1,x,-5.9,-20.0,x,x,x,40.5
sdo1 growth,-0.59,0.52,-0.88,-0.25,0.64,-1.22,-0.37,0.41
sdo1 growth Rescue 24 h,-1.21,0.68,-0.25,-0.27,0.54,-1.14,-0.47,-0.08

25: Cc1ccc(-n2c(-c3ccco3)nc3c(cnn3-c3ccccc3C)c2=O)cc1
26: O=C(CSc1nnc(-c2ccc(O)cc2)o1)Nc1ccc2c(c1)OCCO2
27: CCc1nnc(NC(=O)/C=C/c2cccs2)s1
28: CN(C)CCOC(=O)C1(c2ccccc2)CCCC1
29: CCOC(=O)c1ccc(S(=O)(=O)N2CCN(CC(=O)NC(=O)NC(C)(C)C)CC2)cc1
30: O=C(Nc1cccnc1)c1ccc(NS(=O)(=O)c2cccc([N+](=O)[O-])c2)cc1
31: C=CCOc1c2ccc(C(=O)NCc3ccc(OC)cc3)cc2nn1C
32: COC(=O)C1CSC(C)(C)C(=O)N1 (configuration not stated)
entry no.,25,26,27,28,29,30,31,32
Insulin prom inh,x,9.3,52.9,15.4,10.8,62.5,22.6,-30.8
sdo1 growth,-1.57,-0.22,x,0.21,-0.71,x,0.02,x
sdo1 growth Rescue 24 h,-1.15,-0.62,x,-0.03,-0.61,x,0.05,x

Profiles from above. Values in the order: Insulin prom inh	sdo1 growth	sdo1 growth Rescue 24 h
Profile of CCOC(=O)c1ccc(S(=O)(=O)N2CCN(CC(=O)NC(=O)NC(C)(C)C)CC2)cc1 → 10.8	-0.71	-0.61
Profile of CCc1nnc(NC(=O)/C=C/c2cccs2)s1 → 52.9	x	x
Profile of Cc1ccc(-n2c(-c3ccco3)nc3c(cnn3-c3ccccc3C)c2=O)cc1 → x	-1.57	-1.15
Profile of O=C(CSc1nnc(-c2ccc(O)cc2)o1)Nc1ccc2c(c1)OCCO2 → 9.3	-0.22	-0.62
Profile of O=C(Nc1cccnc1)c1ccc(NS(=O)(=O)c2cccc([N+](=O)[O-])c2)cc1 → 62.5	x	x

(continued)
33: COc1ccc(-c2csc(NC(=O)CN3C(=O)CCC3=O)n2)cc1OC
34: O=C(Cc1ccc(Br)cc1)N1CCN(c2ccccn2)CC1
35: Cc1cc(NCc2ccco2)n2c(nc3ccccc32)c1C#N
36: COc1ccccc1Nc1ncnc2ccc(C)cc12
37: COc1ccc(OC)c(-c2cnc(OC(C)(C)C)nc2OC(C)(C)C)c1
38: CC1(C)Nc2ccccc2C(=O)N1NC(=O)c1ccccc1
39: O=C(Oc1ccccc1C(=O)Nc1ccccc1)c1ccc(Br)c([N+](=O)[O-])c1
40: CCn1c(COc2ccc(C)cc2)nnc1SCc1ccc(C#N)cc1
entry no.,33,34,35,36,37,38,39,40
Insulin prom inh,x,7.1,40.0,-20.7,18.2,-14.3,61.5,26.5
sdo1 growth,0.25,0.2,-0.83,-0.41,0.12,x,-1.29,-0.36
sdo1 growth Rescue 24 h,-0.71,-0.1,-0.85,-1.06,-0.15,x,-1.63,0.16

41: NC(=O)c1cnn2c(C(F)(F)F)cc(-c3ccc(F)cc3)nc12
42: Cc1c(NC(=O)CSc2nnc(C(C)Oc3ccc(Cl)cc3)n2-c2ccccc2)c(=O)n(-c2ccccc2)n1C (configuration not stated)
43: Cc1oc(-c2ccccc2Cl)nc1CN1CCCCC1CO (configuration not stated)
44: Cc1c(NC(=O)c2cc(-c3cccs3)nc3ccccc23)c(=O)n(-c2ccccc2)n1C
45: O=C(Nc1ccccc1Cl)c1cc(S(=O)(=O)N2CCOCC2)cs1
46: C=CCNC(=O)c1cc(-c2ccc(Br)cc2)on1
47: COc1ccccc1NC(=O)Cn1cnc2sc(C)c(S(=O)(=O)N3CCCCC3)c2c1=O
48: O=C1c2cccc3cccc(c23)C(=O)N1/N=C/c1ccc(O)cc1O
entry no.,41,42,43,44,45,46,47,48
Insulin prom inh,-11.8,-18.0,-73.9,0.0,-3.1,-25.0,-421.4,-10.3
sdo1 growth,0.83,-0.54,x,-0.17,0.39,-0.18,0.36,0.12
sdo1 growth Rescue 24 h,0.54,-0.9,x,-0.6,0.18,0.35,0.54,-0.09

49: CCOc1ccc(CCNC(=O)CN2CCN(Cc3ccc(F)cc3)C2=O)cc1OCC
50: N#Cc1nc(-c2cccs2)oc1NCCN1CCOCC1
51: COC(=O)CN(C#N)c1nc(NC(C)C)nc(OC)n1
52: COc1ccc(-c2cc(CNC(=O)CN(C)Cc3ccccc3)on2)cc1
53: CCC(C(=O)OCC(=O)Nc1ccc(SC(F)F)cc1)c1ccccc1 (configuration not stated)
54: CCOC(=O)CC1=C(C(=O)OCC)C(c2ccc(OC)c(OC)c2)C(C#N)=C(N)O1 (configuration not stated)
55: Cc1cc(C(=O)OCC(=O)NCc2ccccc2)c(C)o1
56: COc1ccc(NC(=O)Nc2ccc(C)cc2OC(F)F)cc1OC
entry no.,49,50,51,52,53,54,55,56
Insulin prom inh,-61.3,x,-138.5,-9.7,x,-23.7,11.8,-36.4
sdo1 growth,0.47,0.98,-0.32,-0.14,-1.11,-1.06,x,1.15
sdo1 growth Rescue 24 h,0.85,0.82,-0.73,-0.02,-0.99,-1.15,x,1.84

57: COc1cc(OC)cc(C(=O)N[C@H](C(=O)OCC(=O)Nc2ccc(C(N)=O)cc2)C(C)C)c1
58: Cn1c(=O)c2c(SC3CCCC3)nc(C3CC3)nc2n(C)c1=O
59: CCN1C(=O)/C(=C/c2cccs2)S/C1=N\S(=O)(=O)c1ccc(C)cc1
60: CC1CCc2cc(F)ccc2N1C(=O)C12CCC(C)(C(=O)O1)C2(C)C (configuration not stated)
61: COc1ccc(OC)c(-c2cc(C(=O)Nc3c(C)nn(Cc4ccccc4Cl)c3C)no2)c1
62: COc1cc(CCN2C(=O)c3cccc4cccc(c34)C2=O)c(S(=O)(=O)NCCO)cc1OC
63: CN1CCN(CCC(=O)N/N=C/c2cc([N+](=O)[O-])ccc2O)CC1
64: CCC(C)(C)NC(=O)C(c1ccccc1)N(Cc1cccnc1)C(=O)c1csnn1 (configuration not stated)
entry no.,57,58,59,60,61,62,63,64
Insulin prom inh,-16.2,x,14.3,10.5,-40.0,x,-3.9,18.8
sdo1 growth,0.65,0.33,0.28,x,-1.55,1.22,-0.13,-0.07
sdo1 growth Rescue 24 h,0.61,0.31,1.08,x,-2.38,1.1,-0.25,-0.02

65: CC1=Nc2cc(C(=O)O)ccc2Sc2ccc(Br)cc21
66: COc1cc(C2C(C#N)=C(N)Oc3cc(O)ccc32)cc2c1OCO2 (configuration not stated)
67: CCOCC(=O)Nc1nnc(C)s1
68: NS(=O)(=O)c1ccc(NC(=S)NCc2ccc(Cl)cc2)cc1
69: Cc1ccc(NC(=O)CSc2nc3ccccc3c(=O)n2CCCC(=O)NCCCN2CCOCC2)cc1C
70: O=C(Nc1cc(Sc2nc3ccccc3s2)cc([N+](=O)[O-])c1)c1ccccc1
71: CCOC(=O)c1ccccc1NC(=O)Cn1cnc2c(cnn2-c2ccc(F)cc2)c1=O
72: CCOC(=O)c1ccccc1NC(=O)CSc1nc2ccccc2o1
entry no.,65,66,67,68,69,70,71,72
Insulin prom inh,-31.7,-151.8,35.7,35.1,-50.0,6.7,-15.0,-1.8
sdo1 growth,0.94,0.78,-0.16,0.35,x,0.01,0.55,-0.73
sdo1 growth Rescue 24 h,0.31,0.83,-0.27,-0.08,x,-0.01,0.86,-0.59

73: COCCCN(C(=S)Nc1cc(C)cc(C)c1)C(C)c1ccncc1 (configuration not stated)
74: Nc1ccc(N2CCCCCC2)cc1
75: Cc1ccc(OCC(=O)NN=C2c3ccccc3-c3ccccc32)cc1
76: COc1ccc(NC(=O)C(F)(F)F)cc1OC
77: COC(=O)c1cc(C#N)c(Oc2ccccc2OC)nc1C
78: Cc1ccc(S(=O)(=O)N(CC(=O)N2CCC(C)CC2)Cc2ccccc2F)cc1
79: CCn1cc(C(=O)N2CCc3ccccc32)c(=O)c2cc(S(=O)(=O)N3CCCC3)ccc21
80: O=C(c1cc(C2CC2)nc2ccc(Br)cc12)N1N=C(C(F)F)CC1(O)C(F)F (configuration not stated)
entry no.,73,74,75,76,77,78,79,80
Insulin prom inh,-22.2,-128.6,x,-11.4,6.2,23.3,u,-107.7
sdo1 growth,-0.11,0.34,-2.71,1.19,-0.2,-1.65,0.26,-0.75
sdo1 growth Rescue 24 h,-0.43,1.09,-1.09,1.48,-0.6,-1.67,-0.5,-0.02

81: COc1ccc(-c2cc(C(F)(F)F)c(C#N)c(SCC(=O)Nc3ccccc3C#N)n2)cc1
82: CNC(=S)/N=C/NOCc1c(Cl)cccc1Cl
83: O=C(/C=C/c1cccc([N+](=O)[O-])c1)OC1CCCCC1=O (configuration not stated)
84: CC(C)c1ccc(Nc2nnc(SCC(=O)c3nnc(-c4ccccc4)o3)s2)cc1
85: COc1ccc(C(C[N+](=O)[O-])C2(c3ccc(OC)c(OC)c3)C(=O)c3ccccc3C2=O)cc1 (configuration not stated)
86: CC(C)C(c1nnnn1Cc1ccco1)N1CCN(c2nc3ccccc3s2)CC1 (configuration not stated)
87: CC(C)Sc1nc2c(c(=O)n(C)c(=O)n2C)n1C
88: CC1CCCCC12NC(=O)N(CC(=O)NCc1ccc3c(c1)OCO3)C2=O (configuration not stated)
89: CN1CCn2c1nc(N1CCOCC1)nc2=O
90: O=C(O)C1CC(O)CN1S(=O)(=O)c1cccs1 (configuration not stated)
91: Cc1ccc(-c2nnn(CC(=O)N(CC(=O)NC3CCCCC3)c3cnc4ccccc4c3)n2)o1
entry no.,81,82,83,84,85,86,87,88,89,90,91
Insulin prom inh,-46.1,-3.7,-18.2,-40.0,0.0,x,x,45.5,u,19.4,5.3
sdo1 growth,-1.62,x,x,-0.33,-1.36,-2.41,1.4,x,1.27,1.4,x
sdo1 growth Rescue 24 h,-0.45,x,x,0.95,-1.85,-1.39,1.72,x,1.09,0.98,x
